D1 potentiator: enhances dopamine response at the human D1 receptor. HEK293 TREx D1 cells, calcium flux, dopamine EC20 potentiation. potentiation, % at 10 µM. actives 0.036% (n = 360,000); in the data active = potentiation above about 30%; note: 0% is about no effect
Target sequence (P21728 whole entry, looked up): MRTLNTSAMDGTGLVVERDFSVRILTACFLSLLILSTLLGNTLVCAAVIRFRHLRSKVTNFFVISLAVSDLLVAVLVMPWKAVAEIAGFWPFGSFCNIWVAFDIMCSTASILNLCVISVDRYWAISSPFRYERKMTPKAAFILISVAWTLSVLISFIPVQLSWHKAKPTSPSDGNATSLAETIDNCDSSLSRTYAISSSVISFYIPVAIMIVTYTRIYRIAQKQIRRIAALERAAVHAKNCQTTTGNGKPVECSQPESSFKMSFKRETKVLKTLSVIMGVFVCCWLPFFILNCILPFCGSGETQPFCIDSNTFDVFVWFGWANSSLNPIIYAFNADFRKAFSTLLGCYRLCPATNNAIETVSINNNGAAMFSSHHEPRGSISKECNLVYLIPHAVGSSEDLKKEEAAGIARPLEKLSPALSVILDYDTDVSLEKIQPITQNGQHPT
D2 PAM: D2 dopamine receptor (human) potentiation; AID 485347; HEK293 T-REx D2, calcium flux, EC20 dopamine potentiation; actives 0.34% (n = 340,000); potentiation, % at 10 µM; P14416;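 active = potentiation over 3 SD above the plate norm, cut at about 30% in these data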; note: 0% is about no effect
Target sequence (P14416 whole entry, looked up): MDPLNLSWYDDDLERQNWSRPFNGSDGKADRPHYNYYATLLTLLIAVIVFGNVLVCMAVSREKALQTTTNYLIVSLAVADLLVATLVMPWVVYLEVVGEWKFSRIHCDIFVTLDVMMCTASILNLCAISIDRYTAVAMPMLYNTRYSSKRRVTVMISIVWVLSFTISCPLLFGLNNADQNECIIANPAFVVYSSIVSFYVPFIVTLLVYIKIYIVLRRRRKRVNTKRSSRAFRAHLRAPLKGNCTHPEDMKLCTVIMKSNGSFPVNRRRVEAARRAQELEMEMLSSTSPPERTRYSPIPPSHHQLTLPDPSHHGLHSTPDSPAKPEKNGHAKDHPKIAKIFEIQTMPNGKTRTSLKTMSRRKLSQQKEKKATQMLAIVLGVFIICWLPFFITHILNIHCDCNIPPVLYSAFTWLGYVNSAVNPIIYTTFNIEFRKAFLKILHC
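Calcium flux readout, no-wash dye, 1 read/s. Inducible HEK293 Trex D2 line, overnight 30 C. Compound alone 180 s (agonist flags), then EC20 dopamine, another 180 s to score potentiation.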
D2 ag: agonists of human D2 dopamine receptor | P14416 | HEK293 T-REx D2 cells, calcium flux agonist mode | activation, % at 2 µM | actives 0.53% (n = 340,000);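 active = activation over 3 SD above normal in the single-dose calcium agonist read, cut at about 30% in these data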; note: 0% is about no effect
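Agonism is scored from calcium flux in a force-coupled, inducible HEK293 cell line expressing D2, read kinetically for 180 s after compound addition against dopamine controls.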
TRHR PAM: allosterically enhances the human TRH receptor; P34981; TRHR cells, fluo-8 calcium fluorescence, EC20 TRH enhancement; enhancement, % at 2 µM; actives 0.66% (n = 360,000); in the data active = enhancement above about 30%; note: 0% is about no effect
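TRHR-expressing cells loaded with fluo-8 calcium dye were read kinetically (ex 480/em 530) during compound addition, then stimulated with an EC20 of TRH (10 nM final). Enhancement of the Gq-mediated intracellular calcium response was scored.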
RXFP1 ag: activates the human relaxin receptor RXFP1; actives 0.3% (n = 370,000); Potency, µM (titrated, usually from 57.5 µM), without a hit: at the top dose activation, hits mostly activators; HEK293T-RXFP1 cAMP TR-FRET, 30 min; response scale: percent of porcine relaxin response, buffer zero; Q9HBX9; AID 2676; active = well fitted activation curve with a large enough effect; inconclusive = small, poorly fitted or top-dose-only effect; note: potency is the fitted concentration of half-maximal effect; % is set by controls: 0 for no effect and ±100 for the full control effect; nearly all actives have a fitted effect of over 60% in size; many of its hits are not listed in these tables
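Agonist response is measured as cAMP accumulation in an RXFP1-transfected HEK293T line under PDE4 inhibition. Values are scaled between buffer-only and 29 nM porcine relaxin, and EC50s come from standard Hill equation fits.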
D1 antag: blocks dopamine activation of the human D1 receptor; P21728; HEK293 TREx D1 cells, calcium flux, dopamine EC80; hits give low values; activity change, negative = inhibition, % at 10 µM; actives 3.2% (n = 360,000); AID 504652; in the data active = activity change below about -30%; note: % is set by controls: 0 for no effect and ±100 for the full control effect
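Kinetic fluorescence of a calcium dye serves as the read-out. D1-expressing Hek293 Trex cells, induced overnight at 30 C, are exposed to compound for 180 s before an EC80 dopamine addition, then read 180 s further.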
D2 antagonist: antagonizes the human D2 dopamine receptor; actives 2% (n = 340,000); AID 485344; P14416; inhibition, % at 10 µM; HEK293 TREx D2 cells, calcium flux, dopamine EC80; in the data active = inhibition above about 30%; note: 0% is about no effect
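Cells plated overnight at 30 C with tetracycline; no-wash calcium dye, 30–90 min RT; 10 s baseline; compound pinned; 180 s read; EC80 dopamine added; another 180 s read.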
RXFP1 antag: RXFP1 (human) relaxin receptor antagonism; AID 1259400; activity change, negative = inhibition, % at 57.5 µM; HEK293-RXFP1, relaxin-stimulated cAMP HTRF, 30 min; hits give low values; actives 0.59% (n = 350,000);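 active = activity change of -60% or lower, but not beyond a set lower limit; inconclusive = change between -60% and -40%, or beyond the set limit; inactive = change above -40%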; note: % is set by controls: 0 for no effect and ±100 for the full control effect
D1 agonist: agonists of human D1 dopamine receptor. HEK293 T-REx D1 cells, calcium flux, agonist mode. activation, % at 2 µM. actives 1% (n = 360,000). AID 504660; in the data active = activation above about 30%; note: 0% is about no effect
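Tetracycline-induced HEK293 TREx D1 cells, force-coupled to calcium signalling, were dye-loaded with a no-wash calcium kit. Compound was pin-added after a 10 s baseline. Fluorescence was read kinetically at 1 cycle/s for 180 s, with calcium rises flagged as agonism.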
* = called active by the depositor; ? = inconclusive; · = no result given; & = joins results of further samples.

Compound,D1 potentiator,D2 PAM,D2 ag,TRHR PAM,RXFP1 ag,D1 antag,D2 antagonist,RXFP1 antag,D1 agonist
O=C(NC1CCCCC1)N1CCc2ccccc21,1,4,0.0,1,0.2%,4,-11,7,0
CCOc1cc2c(cc1OC)C(NC(=O)c1ccco1)CC2=O (stereo not drawn),-6,·,·,-1,-2.1%,-4,·,3,-1
CSc1ncccc1C(=O)Nc1cccc(S(=O)(=O)N2CCCCC2)c1,-10,-1,-0.9,0,-1.0%,4,-42,-4,0
CCCCn1cnc2cc(NCc3ccc(OCC)cc3)ccc21,-1,21,-0.7,25,2.2%,0,·,-33,12
COc1ccc(/C=N/n2cnc3c([nH]c4ccccc43)c2=O)cc1COc1ccccn1,-3,·,·,-6,-0.4%,2,·,·,-1
Cc1ccsc1C(=O)NCc1ccc(F)cc1,-6,·,0.2,1,0.5%,6,-12,-15,1
O=C(CCSCc1ccc(Cl)cc1)NCc1cccnc1,-4,·,-0.6,1,-0.1%,0,13,-7,0
O=C(CSc1nc(-c2ccco2)nc2cc(=O)[nH]n12)Nc1ccccc1F,0,-7,-0.3,11,-0.1%,-2,·,-9,0
O=C(O)c1cccc(CN2C(=O)c3ccccc3C2=O)c1,-4,2,0.2,-5,4.9%,9,-17,2,1
CS(=O)(=O)N1CCCC(C(=O)Nc2ccccc2C(F)(F)F)C1 (stereo not drawn),-2,1,-0.6,-4,0.4%,-7,16,3,4
CN1C(=O)C(C)(C)c2cc(S(=O)(=O)N3CCC(C(=O)Nc4ccc(Cl)cc4)CC3)ccc21,-4,-9,0.7,-2,2.2%,14,-15,·,1
Cc1cc(=O)[nH]c(SCC(=O)Nc2ccc(S(N)(=O)=O)cc2)n1,-3,4,-0.3,2,-5.3%,19,-5,-6,0
COc1cnc(-c2ccccn2)nc1Oc1ccc(C(C)(C)C)cc1,21,-1,0.3,2,-1.5%,37,-33,-1,12
CCOC(=O)C(C)Sc1nc2c(c(=O)[nH]c(=O)n2C)n1C/C=C(/C)Cl (stereo not drawn),-4,8,-1.8,5,-3.6%,-16,2,5,0
O=C(C1CCCO1)N1CCN(C(=S)Nc2cc(F)cc(F)c2)CC1 (stereo not drawn),-1,-3,0.5,4,2.9%,-21,4,-1,0
O=C(C1CC1)N1CCN(c2ccc([N+](=O)[O-])cc2-n2cccc2)CC1,-3,-2,2.0,-9,-3.6%,-2,0,-12,0
CCOC(CCn1ccc(O)c(Cc2ccc(Cl)cc2)c1=O)OCC,0,-9,0.0,-5,1.7%,-9,13,12,1
CC(=O)Nc1ccc(NC(=O)CSc2ccc(C(F)(F)F)cc2[N+](=O)[O-])cc1,-2,4,1.8,-7,0.9%,8,4,-15,1
C=CCN=C1N[C@@H](c2ccccc2)C(C(=O)OC)=C(C)N1CC,-1&-4,-2,0.0,-2&-3,1.0%&-0.3%,-9&8,22,·,1&0
COc1ccc(S(=O)(=O)N2CCOCC2)cc1NC(=O)CN1CCCC1,-5,1,1.6,-1,3.6%,-5,14,13,1
CCNc1nc(NC(C)C)nc(NC(C)(C)C)n1,1,19,-0.1,2,0.9%,2,0,-11,4
C=CCNC(=O)/C=C/c1c(F)cccc1Cl,4,7,0.5,3,0.3%,6,-11,10,0
CCc1nnc(NC(=O)CN2C(=O)NC3(CC(C)CC(C)(C)C3)C2=O)s1 (stereo not drawn),-5,1,0.5,-5,-0.2%,-16,2,-3,4
O=C(Nc1ccc2c(c1)OCCO2)c1cc(-c2ccccn2)nc2ccc(Br)cc12,-1,1,-0.6,0,24%,-15,0,5,1
O=C(CCCN1C(=O)c2cccc3cccc(c23)C1=O)NC1CCS(=O)(=O)C1 (stereo not drawn),-4,7,0.0,-6,-2.6%,-21,3,-5,1
COc1ccccc1N1CCN(CCC(=O)Nc2cccc(F)c2)CC1,-3,-32,21,3,-0.8%,-3,·,5,0
CCOC(=O)CN1C(=O)S/C(=C/c2ccco2)C1=O,-5,0,-0.2,1,-0.4%,-12,12,2,2
O=C(c1cc(-c2ccccc2)nc2ccccc12)N1CCCC1,0,-4,-1.4,-1,-0.3%,-2,-11,5,1
Cc1cccc(-n2c(SCC(=O)Nc3ccccc3Cl)nc3n[nH]c(C)c3c2=N)c1,-2,-10,0.5,-7,2.1%,-18,·,?,2
CCN(C(=O)CN1C(=O)c2ccccc2Sc2ccc(C(=O)OC)cc21)c1cccc(C)c1,2,-1,-0.3,2,1.1%,10,·,2,7
COc1ccc(S(=O)(=O)N2CCC(C(=O)NC3CC3)CC2)cc1Cl,-1,1,0.5,1,-1.1%,-7,-18,0,0
COc1ccc(NC(=O)CN2C(=O)C3(SCC(=O)N3c3cccc(OC)c3)c3ccccc32)cc1 (stereo not drawn),-5,·,-0.3,-15,-0.8%,0,·,·,1
Cc1ccc(-c2cn3c(n2)sc2cc(C(=O)N4CCCCC4)ccc23)cc1,0,-2,1.5,-10,21%,15,·,?,3
Cc1ccc(C)c(N2CCN(C(=O)C3CCN(c4nc(-c5ccc(C(C)C)cc5)no4)CC3)CC2)c1,0,-1,1.0,-13,-3.4%,0,·,-9,2
CS(=O)(=O)N1CCC(Oc2ccccc2C(=O)NC2CCOC2)CC1 (stereo not drawn),-8,15,1.6,-1,2.4%,8,-9,-3,0
Cc1ccc2nc(NC(=O)CSc3[nH]c(=O)ncc3C)sc2c1,6,-2,-1.8,-3,16%,18,·,-20,3
O=C(NCc1ccc(F)cc1)C1CCCN1C(=O)NCc1ccccc1 (stereo not drawn),0,8,-0.5,6,-1.5%,-4,3,-3,1
FC(F)(F)c1cc(-c2ccco2)nc(NCCc2ccccc2)n1,9,-3,1.1,3,1.2%,29,-9,-32,6
Cc1ccc(NC(=O)c2ccccc2NC(=O)c2cccs2)cc1,-7,-2,0.6,3,-1.3%,-11,10,-1,2
CC(C)NS(=O)(=O)c1ccc(N2C(=O)c3ccccc3C2=O)cc1,-1,-10,0.9,-7,-0.3%,-33*,-7,11,12
O=C(N/N=C/c1ccc(Cl)c([N+](=O)[O-])c1)c1cnccn1,4,16,0.6,-1,6.7%,1,-7,15,2
CCN(CC)c1cc(C)c2cc(NC(=O)c3cccc(F)c3)ccc2n1,0,-4,0.3,1,0.2%,5,·,·,-2
CCOC(=O)c1c(-c2ccc(C)o2)csc1NC(=O)CN(C)CC(=O)Nc1ccc(C)cc1,-5,4,-1.3,0,4.4%,-19,-1,-8,5
CC(C)Cc1nnc(NC(=O)Cc2cccs2)s1,-3,2,-0.6,1,3.3%,-50*,1,-29,1
Cc1ccc(C(=O)NCc2ccc3c(c2)OCO3)cc1N1CCCC1=O,1,3,-0.8,-1,2.6%,-17,-2,-4,1
COc1ccc(CNS(=O)(=O)c2cc3c(cc2C)N(C)CCO3)cc1,-6&-3,12&0,0.8&0.0,-1&1,2.3%&0.4%,-3&-3,-20,2&1,5&1
CCOC(=O)c1oc2ccccc2c1NC(=O)c1cccc(OC)c1OC,13,-19,-1.6,-3,3.9%,13,-8,-22,-1
C=CCOc1ccc(/C=C/C(=O)OCC(=O)NC2CCCCCCC2)cc1,-2,-16,0.6,-8,2.0%,9,43*,-2,2
O=C(NCC1CCCO1)C1CC(=O)N(C2CCCCCC2)C1 (stereo not drawn),3,-2,-0.4,-1,0.1%,-4,4,2,-1
COc1cccc(C2c3[nH]c4ccccc4c3C[C@H]3C(=O)N(CCCO)CC(=O)N23)c1OC (stereo partly drawn),-5,9,-0.2,-1,2.3%,30,-10,8,15

Retrieved by structure from the list above (three):
Compound,D1 potentiator,D2 PAM,D2 ag,TRHR PAM,RXFP1 ag,D1 antag,D2 antagonist,RXFP1 antag,D1 agonist
O=C(N/N=C/c1ccc(Cl)c([N+](=O)[O-])c1)c1cnccn1,4,16,0.6,-1,6.7%,1,-7,15,2
CC(C)Cc1nnc(NC(=O)Cc2cccs2)s1,-3,2,-0.6,1,3.3%,-50*,1,-29,1
COc1ccc(CNS(=O)(=O)c2cc3c(cc2C)N(C)CCO3)cc1,-6&-3,12&0,0.8&0.0,-1&1,2.3%&0.4%,-3&-3,-20,2&1,5&1

Additional compounds:
Compound,D1 potentiator,D2 PAM,D2 ag,TRHR PAM,RXFP1 ag,D1 antag,D2 antagonist,RXFP1 antag,D1 agonist
CCOC(=O)N1CCN(C(=O)c2ccc(N(Cc3ccc(C)cc3)S(C)(=O)=O)cc2)CC1,-1,7,-0.4,1,-0.2%,7,-11,-6,2
O=C(NCC1CCCN1S(=O)(=O)c1cccs1)c1c(F)cccc1F (stereo not drawn),9,-1,0.6,3,0.0%,4,5,-1,2
CCn1cc(C(=O)NCc2ccc(C)cc2)c(=O)c2cc(S(=O)(=O)N3CCCCCC3)ccc21,-2,-4,0.0,0,0.4%,-13,·,1,-1
CCOc1ccc(C(=O)CCC(=O)N(CC)CC(=O)NCc2ccc(Cl)cc2)cc1,-6,-5,0.3,9,0.2%,4,-8,-4,0
CC(C)c1ccccc1NC(=O)CCCC(=O)O,-6,-3,0.3,-2,0.0%,10,12,-12,1
Cc1cc(Cl)ccc1Oc1nccc(N(C)C)c1C#N,-11,6,1.2,-6,-0.1%,-37*,8,-16,10
Cc1cccc(N2CCN(CCNC(=O)c3cc4c(s3)CS(=O)(=O)C4)CC2)c1C,-2,19,0.2,-1,0.0%,-1,-21,8,5
O=C(NC1CCCCC1)C1CC(O)CN1C(=O)OCc1ccccc1 (stereo not drawn),0,·,·,-1,1.7%,-4,·,·,1
CSc1ccccc1NC(=O)COC(=O)Cn1cc(C(F)(F)F)ccc1=O,-11,2,-0.4,2,-0.9%,-1,-20,-2,0
C=CCNC(=O)C1CC(c2cccc(OC)c2)=NO1 (stereo not drawn),-7,-3,0.4,2,0.7%,-2,8,-3,3
COc1ccc(NC(=O)c2ccccc2C(=O)N2CCCCC2)cc1,-1,-6,-0.1,-1,0.0%,-6,-4,-15,2
O=C(CN(C(=O)CCC(=O)Nc1nccs1)c1ccc(F)cc1)NCCc1ccccc1,6,-2,0.9,0,-1.0%,9,-11,-2,1
Cc1nn(-c2ccccc2)c(N2CCCC2)c1/C=N/NC(=S)Nc1ccccc1C(F)(F)F,0,-4,0.0,1,-1.8%,13,-8,-18,2
Cc1ccc(NC(=O)C2CC(=O)Nc3ncnn32)c(C)c1 (stereo not drawn),-8,-2,1.0,1,0.0%,-17,-6,15,1
CCCCn1c(=O)c(CCC(=O)OCC(=O)NC(=O)NCCC(C)C)nc2ccccc21,0,12,-0.2,30*,-1.2%,2,-4,2,1
COc1cc(C(C)=O)ccc1OCc1cc(C(=O)N(C)CCC2CCCCO2)no1 (stereo not drawn),-7,-11,0.4,17,-0.9%,-12,-2,10,4

Some of the compounds tested; count on the stated rates, not on these rows.
